High-throughput results as filed in PubChem BioAssay.
HT1080 IDH1KD tx – HT-1080 IDH1 knockdown cell toxicity (counter line); HT-1080 IDH1 knockdown viability, ATP luminescence, 48 h; Potency, µM (titrated, usually from 46.1 µM), inactives show at the top dose activity, negative = toxicity, hits mostly cytotoxic; 360,000 compounds, 2% hits; AID 686971;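 note: potency is the fitted concentration of half-maximal effect; 0% = DMSO wells and -100% = cell-free medium wells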
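Viability of IDH1-knockdown HT-1080 fibrosarcoma cells was assessed by CellTiter-Glo after 48 h at 37 °C with titrated compound; concentration-effect curves were classified by fit quality and response size.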
ATXN viability – reduces viability in counter-screen for ATXN expression inhibitors. Potency, µM (series often up to 56.7 µM), actives largely listed as cytotoxic. 400,000 compounds, 0.49% hits. S2 cells (HEK-293 line with an ATXN2-luciferase reporter) viability, CellTiter-Fluor protease fluorescence, 24 h; note: potency is the fitted concentration of half-maximal effect; nearly all actives have a fitted effect of over 40% in size
MCF10A rereplic – DNA re-replication induction in MCF 10a cells; MCF 10A DNA re-replication, Hoechst nuclear intensity, 48 h; Potency, µM (doses to about 46.1 µM), for the others: at the top dose activity, positive = re-replication, usual class: activators; 350,000 compounds, 2.9% hits; AID 624296; note: potency is the fitted concentration of half-maximal effect; % of control where 0% means no effect; nearly all actives have a fitted effect of over 50% in size
SW480 rerep – inducers of DNA re-replication in SW480 colon cancer cells; Potency, µM (series often up to 46.1 µM), for inactives: at the top dose re-replication activation, usual class: activators; 340,000 compounds, 1.8% hits; SW480 DNA re-replication, Hoechst DNA content imaging, 48 h; AID 624297; note: potency is the fitted concentration of half-maximal effect; % of control where 0% means no effect; nearly all actives have a fitted effect of over 55% in size
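First, 250 cells per well were seeded. Next, compound or vehicle (23 nL) was pinned in, plates sat 48 hr at 37 C. Finally Hoechst was added for 40 min before fluorescence scanning.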
HepG2 tox – counter-screen for TGF-b inhibitors: cytotoxicity in HepG2 cells; AID 588856; HepG2 CAGA-GFP viability, ATP luminescence, 18 h; 410,000 compounds, 0.76% hits; Potency, µM (doses to about 46.1 µM), for inactives: at the highest dose activity change, negative = cytotoxicity, hits mostly cytotoxic; note: potency is the fitted concentration of half-maximal effect; some results filed as inactive show a strong effect at the top dose
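HepG2 CAGA-GFP cells (1000/well, DMEM with 1% FBS) received compound, then TGF-beta at 500 pg/mL final, and were incubated 18 hours at 37 degrees C. Viability was read by CellTiter-Glo luminescence. Media-only wells were set as complete cell-killing and DMSO as no toxicity.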
ATXN2 expr inh – reduces ATXN2 reporter expression in HEK-293 cells; HEK-293 ATXN2-luciferase reporter, luminescence, 24 h; Potency, µM (series often up to 57 µM), inactives show at the top dose activity change, negative = inhibition, actives largely listed as inhibitors; 360,000 compounds, 0.72% hits; AID 1745845; note: potency is the fitted concentration of half-maximal effect; % is set by controls: 0 for no effect and ±100 for the full control effect; nearly all actives have a fitted effect of over 55% in size
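ATXN2-luciferase reporter cells (luciferase flanked by upstream and downstream ATXN2 gene portions) were treated 24 h at 37 °C with compounds at up to 57 uM. SteadyGlo luminescence gave expression; GF-AFC fluorescence gave viability.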
IL-1B inflam inh – inhibitors of inflammasome signaling (IL-1 beta secretion). 360,000 compounds, 4.7% hits. activity change, % at 57.5 µM. THP-1 LPS/ATP IL-1B secretion, AlphaLISA, 16 h; active compounds read low; in the data active = activity change below about -50%; inconclusive = mostly about -30% to -49%; note: % is set by controls: 0 for no effect and ±100 for the full control effect
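Secreted IL-1B measured by AlphaLISA bead assay after 16 h compound exposure of THP-1 cells; compounds (final up to 57.5 uM) added 1 h before LPS (250 ng/mL) and ATP (1.25 mM) stimulation; lower signal means less secretion.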
KB-3-1 tox – kills parental KB-3-1 adenocarcinoma cells. KB-3-1 viability, CellTiter-Glo ATP luminescence, 72 h. Potency, µM (top dose mostly 46.1 µM), without a hit: top-dose activity change, negative = cytotoxic, actives largely listed as cytotoxic. 400,000 compounds, 1.4% hits; note: potency is the fitted concentration of half-maximal effect; % is set by controls: 0 for no effect and ±100 for the full control effect; nearly all actives have a fitted effect of over 60% in size
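72 h, 37 °C compound treatment of KB-3-1 parental cells; CellTiter-Glo added, 10 min, luminescence read. Data corrected against DMSO-only plates and normalized before curve fitting.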
HT1080-NT tox – kills 2HG-producing HT-1080-NT fibrosarcoma cells. HT-1080-NT fibrosarcoma viability, CellTiter-Glo ATP luminescence, 48 h. Potency, µM (titrated, usually from 46.1 µM), inactives show top-dose activity, negative = less viability, most hits filed as cytotoxic. 360,000 compounds, 1.6% hits. AID 686970;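 note: NT is the 2HG producing partner of a matched IDH1 knockdown line; potency is the fitted concentration of half-maximal effect; 0% = DMSO-treated cells and -100% = media-only wells without cells; nearly all actives have a fitted effect of over 55% in size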
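HT-1080-NT fibrosarcoma cells (2HG-overproducing), 750 cells/well in RPMI with 5% FBS, dosed after 2 h and incubated 48 h at 37C. CellTiter-Glo luminescence normalized to DMSO and no-cell wells; concentration-response curves fitted and classed.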
* = called active by the depositor; i = inactive; ? = inconclusive; nt = no result given; [ ] = dose if it differs, or a comment. Unless noted, calls come from the whole dose curve; as a rule, active = well fitted curve in the direction sought with a large enough effect; inconclusive = small, poorly fitted or top-dose-only effect, or another doubt; inactive = no such curve, though single readings can be large; an effect the other way counts as inactive or inconclusive.

SMILES	HT1080 IDH1KD tx	ATXN viability	MCF10A rereplic	SW480 rerep	HepG2 tox	ATXN2 expr inh	IL-1B inflam inh	KB-3-1 tox	HT1080-NT tox
Cc1cccc2c1NC(=O)C21OCC(CO)([N+](=O)[O-])CO1 (configuration not stated)	-6.1%	i	?	5.4%	5.4%	3.4%	16.6	9.1%	-1.8%
CCOc1ccc(N2CSC(=S)N(c3ccc(OCC)cc3)C2)cc1	0.8%	i	3.9%	-10.0%	-26.1%	nt	2.0	1.1%	-2.7%
COc1cccc(C(=O)NCCS(=O)(=O)NC(C)CCc2ccccc2)c1 (configuration not stated)	2.5%	i	-0.8%	-1.6%	-10.2%	10.7%	-3.6	-0.6%	3.0%
Cc1cccc(S(=O)(=O)c2c(N)n(-c3ccccc3)c3nc4ccccc4nc23)c1	8.4%	i	8.0%	-0.7%	11.4%	7.4%	?	4.2%	4.4%
Cc1cc(C(=O)NC2CCCC2)c2ccccc2n1	1.6%	i	-15.0%	-21.2%	-11.0%	3.4%	2.1	8.2%	1.3%
Cc1ccc(Cl)cc1N1CCN(CC(=O)NC2CCCc3ccccc32)CC1 (configuration not stated)	?	i	?	15.9%	-50.2%	-12.7%	-9.3	?	?
O=C(CN1CCCCC1)Nc1ccc(N2CCCCCC2)cc1	14.7%	i	24.6%	-7.6%	-6.7%	10.0%	-8.3	-1.3%	14.5%
Cc1cccc(N2CCN(C(=O)CNC(=O)c3cccc([N+](=O)[O-])c3)CC2)c1C	-9.0%	i	5.0%	-8.8%	-8.8%	-36.4%	-8.5	-24.7%	-14.6%
CCCNC(=O)NC(=O)COc1ccc2oc3ccccc3c2c1	-22.4%	i	?	?	-33.3%	0.0%	-0.8	-3.4%	-3.0%
COc1ccc(Cl)cc1N(CC(=O)NC1CC1)S(=O)(=O)c1ccc(C)c([N+](=O)[O-])c1	-12.8%	i	8.3%	7.0%	-4.0%	-2.4%	-8.7	3.2%	-27.3%
Cc1noc(C)c1S(=O)(=O)N(C)C[C@@H]1OCc2cnnn2CCCC(=O)N([C@@H](C)CO)C[C@H]1C	-0.7%	i	nt	nt	-12.8%	0.1%	-4.6	6.0%	1.1%
CC1CCN(C(=O)CN2CCSc3ccccc32)CC1	nt	?	nt	nt	2.1%	8.6%	nt	0.9%	nt
COC(=O)c1scc(C#N)c1N/N=C(\C#N)S(=O)(=O)c1ccc(Cl)cc1	?	?	13µM*	-9.8%	-58.1%	?	11.9	?	?
Cc1nc(P(=O)(c2ccccc2)c2ccccc2)c(N2CCOCC2)o1	1.8%	i	1.1%	12.8%	0.0%	-37.4%	-18.9	-11.3%	-1.0%
Cc1noc(C)c1C(=O)NCc1ccccc1	12.4%	i	3.1%	-5.4%	3.4%	6.3%	10.2	2.9%	6.4%

Record cards, as listed above. Values in the order: HT1080 IDH1KD tx | ATXN viability | MCF10A rereplic | SW480 rerep | HepG2 tox | ATXN2 expr inh | IL-1B inflam inh | KB-3-1 tox | HT1080-NT tox
COc1ccc(Cl)cc1N(CC(=O)NC1CC1)S(=O)(=O)c1ccc(C)c([N+](=O)[O-])c1 is listed as -12.8% | i | 8.3% | 7.0% | -4.0% | -2.4% | -8.7 | 3.2% | -27.3%
COC(=O)c1scc(C#N)c1N/N=C(\C#N)S(=O)(=O)c1ccc(Cl)cc1 is listed as ? | ? | 13µM* | -9.8% | -58.1% | ? | 11.9 | ? | ?

(further entries)
SMILES	HT1080 IDH1KD tx	ATXN viability	MCF10A rereplic	SW480 rerep	HepG2 tox	ATXN2 expr inh	IL-1B inflam inh	KB-3-1 tox	HT1080-NT tox
CCc1ccc(NC(=O)c2[nH]c(C)c(C(C)=O)c2C)cc1	3.0%	i	-6.1%	-22.6%	-14.7%	55.3%[activator]	-28.8	2.0%	5.7%
CCN1CCN(C(=O)C2c3cc(OC)c(OC)cc3C(=O)N3CCc4ccccc4C23)CC1 (configuration not stated)	-1.2%	i	0.8%	0.8%	-4.4%	0.3%	-7.5	0.4%	-0.1%
COc1cc(-c2nc(Cc3ccccc3Cl)no2)cc(OC)c1OC	?	i	-0.3%	-4.3%	-19.0%	-0.3%	-29.5	0.0%	-1.3%
O=C1NN(c2ccc(F)c(Cl)c2)C(=O)/C1=C\c1cccc(OC(=O)c2cccs2)c1	?	i	14.6µM*	0.4%	-12.9%	-27.4%	5.2	-6.6%	?
Cc1onc(-c2ccccc2)c1C(=O)OCC(=O)Nc1ccc(C#N)cc1	?	i	?	-4.7%	-15.0%	?	?	0.0%	5.6%[9.24 µM]
O=C1CN(C(=O)COC(=O)CNC(=O)c2ccc(Br)o2)c2ccccc2N1	14.6%	i	-6.7%	1.3%	2.8%	3.8%	20.6	5.8%	3.3%
O=C(N/N=C/c1ccc([N+](=O)[O-])s1)c1ccccc1Br	15.8µM*	?	2.9%	10.3µM*	10µM*	?	-63.4*	13.8%	?
O=C(NCC1CCCN1S(=O)(=O)c1cccs1)C(=O)Nc1ccccc1F (configuration not stated)	-2.9%	i	nt	nt	-16.5%	nt	7.9	-24.2%	-1.6%
CCN1CCN(C(=O)CN(CC)S(=O)(=O)c2ccc(Cl)cc2)CC1	8.3%	i	11.9%	-9.3%	-0.8%	7.6%	-0.6	2.0%	1.5%
CCC(=O)Nc1sc(Cc2ccccc2)c(C)c1C(N)=O	3.2%	i	-12.7%	-3.2%	-14.7%	-15.4%[11.3 µM]	-11.0	-0.6%	-11.2%
COc1ccc(C(NC(=O)CNC(C)=O)C(=O)Nc2ccc3c(c2)OCCO3)cc1 (configuration not stated)	4.0%	i	-1.5%	0.4%	2.7%	4.2%	31.6	0.0%	1.9%
Cc1ccc(S(=O)(=O)N2CCCCC2C(=O)N2CCN(Cc3ccccc3)CC2)cc1 (configuration not stated)	3.1%	i	?	-3.1%	-10.1%	-7.7%	-7.1	?	6.3%
O=S(=O)(CCSc1nc2ccccc2s1)c1nc2ccccc2s1	20.6µM*	15.8µM*	?	?	-96.4%	?	-100.0*	?	20.6µM*
Cn1nc(-c2ccc(Cl)cc2)c2cc(C(=O)NCc3ccco3)sc21	-26.2%	i	?	10.9%	-11.2%	?	-0.4	?	-27.9%
Cc1cccc2c1cnn2C(=O)Nc1ccccc1Br	16.8%	i	3.5%	1.7%	-6.4%	73.0%[activator]	1.0	-16.5%	22.9%
COC(=O)c1ccc(Cl)c(NC(=O)CN2CCC(C)CC2)c1	10.3%	i	5.7%	-4.3%	-7.8%	5.7%	-2.4	2.1%	18.1%
Cc1ccc(C(=O)NCC2CCCO2)cc1[N+](=O)[O-] (configuration not stated)	9.3%	i	1.2%	-3.6%	-5.7%	0.8%	11.0	16.1%	13.9%
Cc1ccc(S(=O)(=O)N(C)CC(=O)O/N=C(\N)c2cccnc2)cc1	-6.1%	i	2.2%	-11.0%	-6.7%	-2.1%	9.9	nt	-0.8%
Cc1ccc(CN2CCN(Cc3ccccc3-c3ccco3)CC2CCO)o1 (configuration not stated)	-15.6%	i	9.1%	20.9%	-14.5%	-10.4%	-27.2	-10.3%	-7.2%
CCc1cc(C(=O)Cc2cnn(-c3ccccc3)c2)c(O)cc1O	-17.3%	i	?	-8.6%	-71.0%	-5.5%	5.0	-6.5%	-2.4%
Cc1ccc(S(=O)(=O)NCc2cccnc2)cc1	17.4%	?	16.3%	?	-5.0%	-4.5%	13.0	17.4%	5.7%
O=C(NCCn1cc(SCc2ccc(C(F)(F)F)cc2)c2ccccc21)c1cccs1	nt	?	nt	nt	-37.3%	?	nt	?	nt
Cc1ccc(Sc2ccc(N3CCC(C(=O)Nc4cc(C)cc(C)c4)CC3)nn2)cc1	nt	i	nt	nt	-5.8%	4.3%	nt	10.7%	nt
CCOC(=O)N1CCN(S(=O)(=O)c2ccc3c(c2)C(C)C(=O)N3)CC1 (configuration not stated)	7.2%	i	-3.0%	-10.8%	2.3%	2.1%	10.9	-17.4%	1.8%
CCC(Sc1ccccc1C(=O)O)C(=O)O (configuration not stated)	-0.2%	i	-1.9%	-8.4%	-0.1%	1.5%	-13.6	5.3%	15.7%
Cc1cc(=O)oc2cc(OCC(=O)N3CCC(C(N)=O)CC3)ccc12	3.5%	i	-4.5%	-2.6%	-7.2%	-5.3%	-3.3	0.0%	0.1%
CC(=O)Nc1ccc(S(=O)(=O)Oc2ccc(C(=S)N3CCC(O)CC3)cc2)cc1	-16.5%	i	0.1%	1.9%	-6.0%	-15.6%	10.8	-13.2%	-7.0%
COc1ccc(CCNC(=O)Nc2ccc3c(c2)OCO3)cc1OC	0.9%	i	1.3%	8.1%	-3.9%	nt	-9.9	4.0%	3.0%
CCN(CC)S(=O)(=O)c1ccc(NC2c3ccccc3C(=O)N2Cc2ccco2)cc1 (configuration not stated)	-3.7%	i	4.1%	1.1%	-12.1%	-34.2%	-23.7	-4.2%	-10.6%

In the list so far, these contain two or more sulfur atoms.
SMILES	HT1080 IDH1KD tx	ATXN viability	MCF10A rereplic	SW480 rerep	HepG2 tox	ATXN2 expr inh	IL-1B inflam inh	KB-3-1 tox	HT1080-NT tox
CCOc1ccc(N2CSC(=S)N(c3ccc(OCC)cc3)C2)cc1	0.8%	i	3.9%	-10.0%	-26.1%	nt	2.0	1.1%	-2.7%
COC(=O)c1scc(C#N)c1N/N=C(\C#N)S(=O)(=O)c1ccc(Cl)cc1	?	?	13µM*	-9.8%	-58.1%	?	11.9	?	?
O=C(NCC1CCCN1S(=O)(=O)c1cccs1)C(=O)Nc1ccccc1F (configuration not stated)	-2.9%	i	nt	nt	-16.5%	nt	7.9	-24.2%	-1.6%
O=S(=O)(CCSc1nc2ccccc2s1)c1nc2ccccc2s1	20.6µM*	15.8µM*	?	?	-96.4%	?	-100.0*	?	20.6µM*
O=C(NCCn1cc(SCc2ccc(C(F)(F)F)cc2)c2ccccc21)c1cccs1	nt	?	nt	nt	-37.3%	?	nt	?	nt
CC(=O)Nc1ccc(S(=O)(=O)Oc2ccc(C(=S)N3CCC(O)CC3)cc2)cc1	-16.5%	i	0.1%	1.9%	-6.0%	-15.6%	10.8	-13.2%	-7.0%
